HKDC1 inh: HKDC1 hexokinase inhibitors, primary screen, biochemical, fluorescence, uHTS | actives 0.16% (n = 340,000) | Q2TB90 | recombinant HKDC1, G6PDH/diaphorase resazurin coupled fluorescence | inhibition, % at 20 µM;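 active = inhibition above about 35% when tested at 20 µM, limit read from the data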;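 also: plate controls were DMSO wells with enzyme for no effect and DMSO wells lacking enzyme for full effect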
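Material: recombinant HKDC1 hexokinase; Amount: HKDC1 at 5 µg/mL; Medium: Tris pH 8.0 buffer with MgCl2, Tween-20, BSA, BME; Schedule: 90 min reaction incubation at room temperature, dark; Technique: coupled resazurin fluorescence, excitation 525 nm, emission 613 nm.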
Gli-Sufu block: Gli-Sufu pathway antagonists, primary screen, luciferase luminescence, Sufu-KO-LIGHT cells, uHTS. Sufu-KO-LIGHT fibroblasts, Gli luciferase reporter luminescence. inhibition, % at 5 µM. actives 0.74% (n = 340,000). AID 588413, 2011;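 active = inhibition above about 55%, limit read from the data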;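 also: 0% = DMSO-treated cells and 100% = wells with medium but no cells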
Jurkat NFkB inh: inhibitors of induced NF-kB luciferase reporter, primary screen, TCR NF-kB activation inhibitor project, cell-based, luminescence, uHTS | inhibition, % at 4 µM | Jurkat, PMA/ionomycin-induced NF-kB luciferase reporter | actives 0.53% (n = 330,000)
UBC13 inh: UBC13 polyubiquitin chain formation inhibitors, primary screen, biochemical, TR-FRET, uHTS; Ubiquitin-conjugating enzyme E2 N (Homo sapiens), P61088; inhibition, % at 20 µM; actives 0.47% (n = 330,000); AID 485273, 2010; in the data active = inhibition above about 45%, passing the limit was not always enough
Target sequence (P61088 whole entry, looked up): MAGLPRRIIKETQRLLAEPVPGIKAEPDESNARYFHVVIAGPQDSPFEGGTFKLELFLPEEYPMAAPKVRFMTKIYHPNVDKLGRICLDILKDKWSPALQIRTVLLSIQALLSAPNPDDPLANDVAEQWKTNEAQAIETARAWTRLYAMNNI
Apaf-1 inh: inhibitors of human Apaf-1 apoptosome, primary screen, biochemical, DEVD-Rh110 fluorescence, uHTS; Apoptotic protease-activating factor 1 (Homo sapiens), O14727; reconstituted apoptosome caspase-3 activity; inhibition, % at 20 µM; actives 0.71% (n = 330,000); active = inhibition of at least 40% at 20 µM;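 also: plate controls were DMSO wells for no effect and DEVD-CHO caspase inhibitor wells for full effect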
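Material: cell-free apoptosome with Apaf-1, procaspase-3 and caspase-9; Buffer or medium: Hepes pH 7.5 with detergent and BSA; Reagent: cytochrome c trigger plus (Z-DEVD)2-Rh110 caspase-3 substrate; Times: compound with Apaf-1, dATP, procaspase-3 30 min, then 50 min reaction, room temperature; Technique: Rh110 fluorescence intensity.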
697 NFkB inh: inhibitors of PMA/ionomycin-induced NF-kB reporter, 697 cells, primary screen, B-cell NF-kB inhibitor project, cell-based, luminescence, uHTS. inhibition, % at 4 µM. 697 B-cell NF-kB luciferase reporter, 16 h. actives 0.33% (n = 330,000); in the data active = inhibition above about 35%
SENP8 inh: SENP8 protease inhibitors, primary screen, biochemical, luminescence; Sentrin-specific protease 8 (Homo sapiens), Q96LD8; purified SENP8, Z-RLRGG-aminoluciferin cleavage; inhibition, % at 10 µM; actives 1.2% (n = 330,000)
Target sequence (Q96LD8 whole entry, looked up): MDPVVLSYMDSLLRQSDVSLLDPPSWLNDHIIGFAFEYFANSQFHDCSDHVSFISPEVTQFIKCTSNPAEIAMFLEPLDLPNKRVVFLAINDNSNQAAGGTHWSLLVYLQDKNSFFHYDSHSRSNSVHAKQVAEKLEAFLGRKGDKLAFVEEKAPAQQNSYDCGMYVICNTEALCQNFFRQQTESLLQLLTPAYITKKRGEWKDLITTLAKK
SENP7 inh: SENP7 protease inhibitors, primary screen, biochemical, luminescence, uHTS; recombinant SENP7, Z-RLRGG-aminoluciferin luminescence, 40 min; inhibition, % at 5 µM; actives 1.5% (n = 330,000);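 active = inhibition above about 50% at the single test dose, limit read from the data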;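 also: plate controls were DMSO with enzyme for no effect and no enzyme buffer wells for full effect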
Target sequence (Q9BQF6 706-1050 limits assumed): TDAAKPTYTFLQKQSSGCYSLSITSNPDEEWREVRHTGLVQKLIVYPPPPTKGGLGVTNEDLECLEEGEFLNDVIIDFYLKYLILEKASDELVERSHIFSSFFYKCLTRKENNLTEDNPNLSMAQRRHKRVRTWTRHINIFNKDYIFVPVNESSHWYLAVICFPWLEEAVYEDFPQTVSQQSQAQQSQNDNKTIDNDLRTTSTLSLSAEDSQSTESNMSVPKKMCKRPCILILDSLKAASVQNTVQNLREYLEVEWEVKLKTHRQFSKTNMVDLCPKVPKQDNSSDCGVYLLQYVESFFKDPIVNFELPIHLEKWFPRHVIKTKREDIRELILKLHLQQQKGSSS
An asterisk follows results filed as active. Rule as the data show it, unless noted: active = inhibition above about 50%; inactive = the rest.

Screening O=C(CSc1nc2ccccc2n1Cc1ccccc1)N/N=C/c1ccccc1C(=O)O returned HKDC1 inh 0, Gli-Sufu block -16, Jurkat NFkB inh 0, UBC13 inh 10, Apaf-1 inh -7, 697 NFkB inh 13, SENP8 inh 3 and SENP7 inh 8.
For O=C(c1ccccc1)N1CCN(S(=O)(=O)c2cccs2)CC1 the results were HKDC1 inh -5, Gli-Sufu block 0, Jurkat NFkB inh -1, UBC13 inh 0, Apaf-1 inh 6, 697 NFkB inh 2, SENP8 inh -1 and SENP7 inh -11.
`O=C(COC(=O)c1cccc(-n2cnnn2)c1)c1ccccc1` gave HKDC1 inh -6, Gli-Sufu block -7, Jurkat NFkB inh 2, UBC13 inh 12, Apaf-1 inh -6, 697 NFkB inh -26, SENP8 inh -17 and SENP7 inh -10.
For Cc1cc(C)nc(NNS(=O)(=O)c2ccc(Cl)cc2)n1 the results were HKDC1 inh 1, Gli-Sufu block -20, Jurkat NFkB inh -10, UBC13 inh 1, Apaf-1 inh 0, 697 NFkB inh 20, SENP8 inh 5 and SENP7 inh 5.
For O=C(CCC1CCCN(Cc2cccc(Cl)c2)C1)NCc1ccccc1F (centres undefined) the results were HKDC1 inh -3, Gli-Sufu block -4, Jurkat NFkB inh 1, UBC13 inh 0, Apaf-1 inh -26, 697 NFkB inh 8, SENP8 inh 11 and SENP7 inh -1.
Cc1ccc(S(=O)(=O)n2ccc3c(OCCOCCSCC(NC(=O)OC(C)(C)C)C(=O)O)cccc32)cc1 (centres undefined) was read as HKDC1 inh 2, Gli-Sufu block 6, Jurkat NFkB inh -10, UBC13 inh -19, Apaf-1 inh 27, 697 NFkB inh -7, SENP8 inh -6 and SENP7 inh -11.
Screening OCCNc1cc(Cl)ncn1 returned HKDC1 inh -6, Gli-Sufu block 2, Jurkat NFkB inh -8, UBC13 inh 4, Apaf-1 inh -19, 697 NFkB inh 8, SENP8 inh 6 and SENP7 inh -2.
For O=C(CCN1CCCC1)Nc1cccc(Br)c1 the results were HKDC1 inh -8, Gli-Sufu block 0, Jurkat NFkB inh 2, UBC13 inh 0, Apaf-1 inh -2, 697 NFkB inh 7, SENP8 inh -9 and SENP7 inh -3.
Screening CCOc1ccc(/C=C/C(=O)Nc2ccc(C(N)=O)cc2)cc1OC returned HKDC1 inh 16, Gli-Sufu block 1, Jurkat NFkB inh 13, UBC13 inh 26, Apaf-1 inh -17, 697 NFkB inh 18, SENP8 inh 0 and SENP7 inh -1.
Screening Cc1cccc(NCc2ccc(Br)cc2)n1 returned HKDC1 inh 0, Gli-Sufu block -6, Jurkat NFkB inh -22, UBC13 inh 11, Apaf-1 inh 0, 697 NFkB inh -5, SENP8 inh 18 and SENP7 inh 25.
For O=C(/C=C/Nc1ccc(Br)cc1F)c1ccco1 the results were HKDC1 inh -8, Gli-Sufu block -158, Jurkat NFkB inh -65, UBC13 inh -5, Apaf-1 inh 10, 697 NFkB inh -289, SENP8 inh 96* and SENP7 inh 98*.
For CCOc1cc(C(=O)N=c2sccn2C)ccc1OC(F)F the results were HKDC1 inh -2, Gli-Sufu block -13, Jurkat NFkB inh -31, UBC13 inh -6, Apaf-1 inh 3, 697 NFkB inh -30, SENP8 inh -8 and SENP7 inh -14.

Of the compounds above, these have four or more nitrogen atoms.
Screening O=C(CSc1nc2ccccc2n1Cc1ccccc1)N/N=C/c1ccccc1C(=O)O returned HKDC1 inh 0, Gli-Sufu block -16, Jurkat NFkB inh 0, UBC13 inh 10, Apaf-1 inh -7, 697 NFkB inh 13, SENP8 inh 3 and SENP7 inh 8.
`O=C(COC(=O)c1cccc(-n2cnnn2)c1)c1ccccc1` gave HKDC1 inh -6, Gli-Sufu block -7, Jurkat NFkB inh 2, UBC13 inh 12, Apaf-1 inh -6, 697 NFkB inh -26, SENP8 inh -17 and SENP7 inh -10.
For Cc1cc(C)nc(NNS(=O)(=O)c2ccc(Cl)cc2)n1 the results were HKDC1 inh 1, Gli-Sufu block -20, Jurkat NFkB inh -10, UBC13 inh 1, Apaf-1 inh 0, 697 NFkB inh 20, SENP8 inh 5 and SENP7 inh 5.

The list goes on.
Screening CCOC(=O)c1[nH]c2cc3c(cc2c1CCCN1C(=O)c2ccccc2C1=O)OCCO3 returned HKDC1 inh -2, Gli-Sufu block 10, Jurkat NFkB inh 9, UBC13 inh -1, Apaf-1 inh -4, 697 NFkB inh 14, SENP8 inh -5 and SENP7 inh -1.
CCOc1ccc(CCNC(=O)C2CC(C)=CCC2C(=O)O)cc1OCC (centres undefined) was read as HKDC1 inh -3, Gli-Sufu block 4, Jurkat NFkB inh -14, UBC13 inh -4, Apaf-1 inh 7, 697 NFkB inh -6, SENP8 inh -3 and SENP7 inh 5.
`Cc1nc2c(C(=O)NCc3ccc4c(c3)OCO4)cnn2c(C)c1Cc1ccc(F)cc1Cl` gave HKDC1 inh 9, Gli-Sufu block 3, Jurkat NFkB inh 4, UBC13 inh 40, Apaf-1 inh 15, 697 NFkB inh 11, SENP8 inh 4 and SENP7 inh 0.
Screening c1ccc(Cn2nnc3c(N4CCc5ccccc54)ncnc32)cc1 returned HKDC1 inh 0, Gli-Sufu block 17, Jurkat NFkB inh -15, UBC13 inh 20, Apaf-1 inh -3, 697 NFkB inh 22, SENP8 inh 4 and SENP7 inh -10.
Screening Nn1c(SCC(=O)NC(=O)NCc2ccccc2)nnc1C1CC1 returned HKDC1 inh -8, Gli-Sufu block -3, Jurkat NFkB inh -5, UBC13 inh 2, Apaf-1 inh 5, 697 NFkB inh 11, SENP8 inh -114 and SENP7 inh 4.
Screening O=C(CNS(=O)(=O)c1ccc(Br)cc1)N1CCOCC1 returned HKDC1 inh -6, Gli-Sufu block 7, Jurkat NFkB inh -13, UBC13 inh -9, Apaf-1 inh -6, 697 NFkB inh 1, SENP8 inh -5 and SENP7 inh -16.
`CC(C)(C)C(=O)C(CO)(Oc1ccc(Cl)cc1)n1cncn1` (centres undefined) gave HKDC1 inh 3, Gli-Sufu block 1, Jurkat NFkB inh 18, UBC13 inh 1, Apaf-1 inh -3, 697 NFkB inh 16, SENP8 inh 0 and SENP7 inh 0.
CCOC(=O)COc1ccc(/C=C2\NC(=S)N(CC)C2=O)cc1 was read as HKDC1 inh -4, Gli-Sufu block -12, Jurkat NFkB inh -2, UBC13 inh -10, Apaf-1 inh 6, 697 NFkB inh -20, SENP8 inh -6 and SENP7 inh -11.
`COc1ccc2[nH]c(=O)c(CNc3cc(C)ccc3C)cc2c1` gave HKDC1 inh 14, Gli-Sufu block -2, Jurkat NFkB inh -28, UBC13 inh -2, Apaf-1 inh -4, 697 NFkB inh -23, SENP8 inh 1 and SENP7 inh -4.
Screening CCOC(=O)Cc1csc(SC(C)C(=O)Nc2ccc(NC(C)=O)cc2)n1 (centres undefined) returned HKDC1 inh 3, Gli-Sufu block 3, Jurkat NFkB inh 2, UBC13 inh -1, Apaf-1 inh -2, 697 NFkB inh 16, SENP8 inh 1 and SENP7 inh 3.
For Cc1cc(-n2c(C)cc(C(=O)CSc3nc4ccccc4c(=O)n3Cc3ccco3)c2C)no1 the results were HKDC1 inh 3, Gli-Sufu block -11, Jurkat NFkB inh 2, UBC13 inh 3, Apaf-1 inh 16, 697 NFkB inh -33, SENP8 inh 0 and SENP7 inh -1.
Screening CC(=O)C[C@H](O)CC(=O)[C@H]1OC(=O)CCCCCCCc2ccccc21 returned HKDC1 inh -4, Gli-Sufu block -15, Jurkat NFkB inh -19, UBC13 inh 3, Apaf-1 inh 9, 697 NFkB inh 9, SENP8 inh -8 and SENP7 inh 9.
Screening CC(=O)Nc1ccc(NC(=O)c2ccnn2C)cc1 returned HKDC1 inh -7, Gli-Sufu block 4, Jurkat NFkB inh 26, UBC13 inh -3, Apaf-1 inh -21, 697 NFkB inh 4, SENP8 inh 2 and SENP7 inh 1.
For N=c1oc2ccccc2cc1-c1nc(-c2ccccc2)cs1 the results were HKDC1 inh -2, Gli-Sufu block 26, Jurkat NFkB inh -25, UBC13 inh 11, Apaf-1 inh 23, 697 NFkB inh 0, SENP8 inh -10 and SENP7 inh 5.
`CC1(C)Cc2c(sc(NC(=O)c3ccco3)c2C#N)C(C)(C)N1` gave HKDC1 inh -1, Gli-Sufu block -15, Jurkat NFkB inh 11, UBC13 inh -1, Apaf-1 inh 5, 697 NFkB inh 15, SENP8 inh -1 and SENP7 inh 4.
For O=[N+]([O-])c1cc(S(=O)(=O)C(F)(F)F)ccc1N1CCN(c2ccccc2)CC1 the results were HKDC1 inh -11, Gli-Sufu block 12, Jurkat NFkB inh -4, UBC13 inh -6, Apaf-1 inh 14, 697 NFkB inh 5, SENP8 inh -3 and SENP7 inh 2.
`CC(/C=N/NC(=O)c1cccs1)=C\c1ccccc1` gave HKDC1 inh -1, Gli-Sufu block -100, Jurkat NFkB inh -111, UBC13 inh 0, Apaf-1 inh 18, 697 NFkB inh -200, SENP8 inh 71* and SENP7 inh 77*.
`CCOC(=O)C1CCCN(C(=O)COC(=O)c2ccc(C#N)cc2)C1` (centres undefined) gave HKDC1 inh -11, Gli-Sufu block -13, Jurkat NFkB inh 4, UBC13 inh 3, Apaf-1 inh -7, 697 NFkB inh -7, SENP8 inh -1 and SENP7 inh 1.
For CCOC(=O)C(CCCCOc1cccc(CC)c1)C(=O)OCC the results were HKDC1 inh -4, Gli-Sufu block 4, Jurkat NFkB inh 1, UBC13 inh 5, Apaf-1 inh 10, 697 NFkB inh -3, SENP8 inh -6 and SENP7 inh 2.
CCOc1ccccc1NC(=O)c1ccc2c(c1)C(=O)N(C(C)(C)C)C2=O was read as HKDC1 inh -2, Gli-Sufu block -6, Jurkat NFkB inh -13, UBC13 inh -1, Apaf-1 inh 2, 697 NFkB inh 3, SENP8 inh -7 and SENP7 inh 17.
`COc1ccc(C(CNC(=O)c2cc3ccccc3cc2OC)N2CCCC2)cc1` (centres undefined) gave HKDC1 inh -6, Gli-Sufu block -6, Jurkat NFkB inh -11, UBC13 inh 8, Apaf-1 inh -1, 697 NFkB inh -26, SENP8 inh -6 and SENP7 inh -6.
